# UPR CHOP act – activators of apoptotic CHOP UPR arm, primary screen, cell-based, CHO-CHOP luciferase reporter, luminescence, uHTS | UPR activation; percent of tunicamycin response over DMSO baseline | activation, % at 10 µM | actives 0.34% (n = 330,000);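 active = at 10 µM dose, activation of 40% or more, normalized to positive control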;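 note: 100% = tunicamycin at 10 µg/mL and 0% = DMSO alone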
#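 Dosing – one dose, 10 µM in 0.5% DMSO · System – CHO-CHOP cells, stable luciferase reporter of PERK-eIF2a-CHOP signalling · Input – 500 cells/well · Control set – tunicamycin 10 µg/mL final as positive, DMSO-only wells as negative · Timing – 6 h compound treatment, 37 °C · Measure – % activation vs tunicamycin · Technique – luminescence read with Steady-Glo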
# UPR XBP1 act – activators of adaptive XBP1 UPR arm, primary screen, cell-based, CHO-XBP1 luciferase reporter, luminescence, uHTS; IRE1-XBP1 UPR activation; percent of tunicamycin response, DMSO as zero; activation, % at 20 µM; actives 0.33% (n = 330,000); AID 463104, 2010;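 active = versus positive control, 20 µM dose yields 30% or more activation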;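 note: 100% = tunicamycin at 10 µg/mL and 0% = DMSO only wells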
#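 Material: IRE1-XBP1 luciferase reporter CHO line / Quantity: one thousand reporter cells per well / Buffer or medium: F12 with 10% serum / Compound: 20 µM single concentration, DMSO 1% / Times: 6 h treatment, 37 °C / Detection: Steady-Glo luciferase glow luminescence, 10 min after reagent addition / Benchmarks: tunicamycin high, DMSO low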
# CXCR6 inh – CXCR6 receptor inhibitors, primary screen, cell-based, beta-arrestin, luminescence, CHO-K1 PathHunter, 1536-well; C-X-C chemokine receptor type 6 (Homo sapiens), O00574; inhibition, % at 20 µM; actives 0.36% (n = 360,000); AID 602244, 2012; in the data active = inhibition above about 34%, passing the limit was not always enough;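 note: antagonist mode with CXCL16 agonist at 10 nM final; 0% = 10 nM CXCL16 with DMSO and 100% = unstimulated wells without agonist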
# APJ ag – agonists of human apelin receptor APJ, primary screen, CHO-K1 cells, PathHunter beta-arrestin, luminescence. P35414. 0% DMSO wells, 100% apelin. activation, % at 20 µM. actives 0.11% (n = 330,000);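 active = activation more than six SD over the plate average, tested at 20 µM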;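 note: 0% = DMSO alone and 100% = apelin-13 at 10 nM; some results filed as inactive read as strong as hits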
#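 Material: engineered CHO-K1 APJ arrestin reporter cells; amount: 1000 CHO-K1 reporter cells seeded per well; incubation: compound stimulation 90 min at 25 °C, detection 60 min; signal: luminescent beta-gal fragment complementation, chemiluminescent substrate; read-out basis: APJ agonist activity; controls: DMSO-only wells as negative, 10 nM Apelin-13 as positive control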
# tim23-1 inh – growth inhibitors of tim23-1 mutant yeast, primary screen, luminescence, uHTS; actives 1.3% (n = 330,000); S. cerevisiae tim23-1 growth, BacTiter-Glo luminescence, 24 h; inhibition, % at 20 µM; AID 463212, 2010;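 active = growth inhibition of the mutant yeast at or above 50%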;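 note: temperature-sensitive mutant grown at 25 °C; plate controls were DMSO-treated mutant yeast for no effect and medium wells lacking yeast for full effect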
# CCR6 antagonist – CCR6 receptor antagonists, primary screen, cell-based, CHO-K1, luminescence, beta-arrestin, uHTS; C-C chemokine receptor type 6 (Homo sapiens), P51684; CHO-K1 CCR6 PathHunter beta-arrestin, CCL20-stimulated; inhibition, % at 20 µM; actives 0.49% (n = 340,000); AID 493098, 2011;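 active = compounds whose inhibition of the agonist-driven luminescence signal at 20 µM reaches about 50%, limit read from the data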;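 note: cells stimulated with CCL20 at 14 nM final; plate controls were DMSO with CCL20 for no effect and DMSO without agonist for full effect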
# EBI2 block – EBI2 receptor antagonists, beta-arrestin recruitment, primary screen, cell-based, luminescence, 7a,25-OHC stimulation, uHTS; G-protein coupled receptor 183 (Homo sapiens), P32249; AID 651636, 2012; actives 0.81% (n = 360,000); 7a,25-OHC stimulated; inhibition, % at 5 µM; in the data active = inhibition above about 38%;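 note: enzyme fragment complementation signal reports receptor beta-arrestin coupling in cells; 0% = agonist plus DMSO wells and 100% = wells without agonist; some results beyond the cut were filed as inactive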
# Mdm2 MdmX PPI – inhibitors of human Mdm2-MdmX association, primary screen, cell-based, luminescence, split luciferase, SaOS-2, uHTS. Protein Mdm4 (Homo sapiens) + E3 ubiquitin-protein ligase Mdm2 (Homo sapiens), …. SaOS-2 split-luciferase Mdm2/MdmX complementation. inhibition, % at 8 µM. actives 3% (n = 330,000). AID 485346, 2010;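 active = inhibition of at least 50% at 8 µM in the primary screen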
# Target sequence (O15151 whole entry, looked up): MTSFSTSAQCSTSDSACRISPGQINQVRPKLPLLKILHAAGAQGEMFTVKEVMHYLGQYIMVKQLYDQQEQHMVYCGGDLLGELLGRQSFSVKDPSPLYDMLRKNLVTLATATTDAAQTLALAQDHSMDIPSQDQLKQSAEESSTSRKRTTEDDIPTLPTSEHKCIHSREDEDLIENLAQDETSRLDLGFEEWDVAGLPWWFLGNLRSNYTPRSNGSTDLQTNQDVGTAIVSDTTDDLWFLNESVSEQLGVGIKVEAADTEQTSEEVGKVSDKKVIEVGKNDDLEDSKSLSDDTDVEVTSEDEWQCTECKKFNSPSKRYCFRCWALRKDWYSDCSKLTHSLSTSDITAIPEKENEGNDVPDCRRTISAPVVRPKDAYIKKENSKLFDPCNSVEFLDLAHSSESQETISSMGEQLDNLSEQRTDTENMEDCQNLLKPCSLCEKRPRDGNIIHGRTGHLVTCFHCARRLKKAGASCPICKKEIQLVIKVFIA
# Target sequence (Q00987 whole entry, looked up): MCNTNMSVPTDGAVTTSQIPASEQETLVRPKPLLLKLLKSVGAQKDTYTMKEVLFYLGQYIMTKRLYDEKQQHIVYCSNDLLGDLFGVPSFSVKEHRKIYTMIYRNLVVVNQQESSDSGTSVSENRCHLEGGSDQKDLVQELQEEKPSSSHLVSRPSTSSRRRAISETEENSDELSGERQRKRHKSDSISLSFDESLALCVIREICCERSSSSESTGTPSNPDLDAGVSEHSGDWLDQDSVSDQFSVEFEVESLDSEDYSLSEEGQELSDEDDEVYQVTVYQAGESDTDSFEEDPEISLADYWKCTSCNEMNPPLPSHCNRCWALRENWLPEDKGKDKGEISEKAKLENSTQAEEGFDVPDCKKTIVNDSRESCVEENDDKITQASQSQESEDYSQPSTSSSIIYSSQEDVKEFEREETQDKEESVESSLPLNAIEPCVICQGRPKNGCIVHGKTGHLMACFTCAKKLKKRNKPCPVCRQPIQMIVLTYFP
# APJ antag – antagonists of human apelin receptor APJ, primary screen, CHO-K1 cells, beta-arrestin complementation, luminescence; P35414; inhibition, % at 20 µM; actives 0.32% (n = 330,000);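 active = inhibition above about 40% at 20 µM, limit read from the data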;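 note: cells challenged with 10 nM apelin-13 agonist together with compound; plate controls were apelin-13 plus DMSO wells for no effect and DMSO wells lacking apelin-13 for full effect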
# Starred values were filed as active, the others as inactive; . = not tested or not shown. These rows are one share of the data; the hit share may differ from the screen's.
entry	structure	UPR CHOP act	UPR XBP1 act	CXCR6 inh	APJ ag	tim23-1 inh	CCR6 antagonist	EBI2 block	Mdm2 MdmX PPI	APJ antag
1	O=C(CCn1c(=O)[nH]c2ccsc2c1=O)NCCc1ccc(Cl)cc1	0.9	-2	-6	-6	3	-1	-4	3	-4
2	COc1cccc(-c2cc(C(=O)Nc3cc(C)on3)no2)c1	2.8	1	12	-3	10	-3	-2	-10	-7
3	CCOc1ccc(S(=O)(=O)NN2Cc3ccccc3C2=N)cc1	0.2	-1	1	-3	5	8	-15	28	-2
4	CCN(CC)S(=O)(=O)N1CCN(S(=O)(=O)N2CCOCC2)CC1	0.4	-3	1	-4	-5	-12	-9	8	0
5	Cc1cccc(C)c1NC(=O)/C(=C/c1ccco1)c1ccccc1	-0.2	-3	0	-2	42	28	0	-4	1
6	COc1ccc(NC(=O)NNC(=O)COc2ccc3cc(Br)ccc3c2)c(OC)c1	0.3	-3	-1	-3	-6	7	13	27	13
7	CC(C(=O)NCc1ccccc1)N(Cc1ccccc1Cl)C(=O)c1snc(C(N)=O)c1N (stereo unspecified)	3.2	0	11	-3	10	10	2	10	6
8	COc1cc(NC(=O)CN2C(=O)C(c3ccccc3)=NC2(C)C)cc(OC)c1	0.2	-1	8	0	10	5	-1	-9	7
9	COC(=O)N/N=C/c1cn(Cc2c(Cl)cccc2Cl)c2ccccc12	3.1	0	1	0	13	15	0	28	-8
10	CC1(C(=O)O)Cc2ccccc2C(=O)O1 (stereo unspecified)	-0.1	1	7	-2	-2	-32	-5	-38	2
11	CC(=O)Nc1c2c(nn1-c1cccc(Cl)c1)CS(=O)(=O)C2	-0.2	-6	-2	-3	0	14	-1	19	-8
12	O=C(O)CC(NC(=O)C12CC3CC(CC(C3)C1)C2)c1cc([N+](=O)[O-])ccc1Cl (stereo unspecified)	0.0	-2	6	-5	-1	0	-13	-6	-2
13	O=C(NCc1nnc(SCC(=O)N2CCOCC2)o1)c1c(F)cccc1F	0.8	-5	2	3	-2	9	12	-8	1
14	COc1ccc(NC(=O)CN2CCN(CC#N)CC2)cc1	1.6	0	-4	-2	9	-3	1	24	15
15	COc1ccc(CCNC2=C(Cl)C(=O)N(Cc3ccccc3)C2=O)cc1OC	2.4	-3	-4	0	17	17	9	34	14
16	Cc1[nH]c2ccccc2c1Cc1nnc(SCC(N)=O)o1	-2.7	0	-8	-3	6	-4	-4	15	10
17	Cc1nn(C)c(C(=O)N/N=C/c2ccc(-c3ccccc3)cc2)c1Cl	0.9	3	1	3	11	-5	3	32	-29
18	CN(C)S(=O)(=O)c1ccc(N2CCCC2)c(C(=O)N2CCN(S(=O)(=O)c3ccccc3F)CC2)c1	1.6	-1	3	-4	-2	14	2	15	19
19	CN(C)S(=O)(=O)c1ccc(NC(=O)COC(=O)C2COc3ccccc3O2)cc1 (stereo unspecified)	-0.3	2	0	-3	12	9	-2	10	-1
20	C/C(=N\NC(=O)CNC(=O)c1ccccc1F)c1ccco1	-1.0	0	-3	-2	-2	9	-6	12	0
21	CC(C)(C)c1ccc(C(=O)Nc2ccccc2C(=O)NCCN2CCOCC2)cc1	3.9	4	0	-1	11	15	5	-9	2
22	Cc1nnc(SCc2ccc3c(c2)OCO3)s1	3.0	2	5	1	-15	0	-14	-10	5
23	CC1CCCC(C)N1C(=O)COC(=O)c1cc(-c2cccs2)nn1-c1ccccc1 (stereo unspecified)	-0.7	-4	-7	4	15	16	1	7	-40
24	Cc1ccc(C(O)c2nc3ccccc3n2C)cc1 (stereo unspecified)	-0.4	-2	-1	0	2	6	14	5	1
25	COc1cccc(C2CC(c3cccs3)=NN2C(=O)c2ccco2)c1O (stereo unspecified)	1.9	-3	6	-1	39	-1	-12	-9	5
26	CC1CC(=O)N(c2ccc(NCc3ccccc3Cl)c([N+](=O)[O-])c2)C1=O (stereo unspecified)	-0.4	-1	6	-3	3	22	13	6	18
27	CCCc1nnc(NC(=O)CCN2C(=O)c3ccccc3C2=O)s1	-2.0	-1	-5	-3	-7	-8	-5	38	8
28	O=C1[C@H]2[C@@H](c3ccc(Cl)cc3)N3C(=O)N(c4cccc(Cl)c4)C(=O)[C@@]3(Cc3ccc(Cl)cc3)[C@H]2C(=O)N1C1CCCCC1	3.2	4	-2	-3	21	8	-12	24	2
29	O=C(COC(=O)c1c(F)cccc1F)c1ccc[nH]1	2.8	2	.	-6	-2	5	.	4	-15
30	CCCCNC(=O)CS(=O)Cc1nc(-c2cccc(Cl)c2)oc1C (stereo unspecified)	-1.8	-4	5	-6	22	11	3	8	19
31	O=C(CCNS(=O)(=O)c1ccc2[nH]c(=O)oc2c1)Nc1cccc(Br)c1	0.9	-4	0	6	11	2	-5	7	-11
32	Cc1ccc(NC(=O)c2ccccc2N2C(=O)C3C4C=CC(C5CC45)C3C2=O)cc1C (stereo unspecified)	-0.2	-7	-2	1	21	11	4	18	-4
33	Cc1nc2c(c(=O)c3ccccc3n2C)c(=O)n1-c1ccccc1	2.6	1	2	-2	9	4	-5	-23	21
34	COc1ccc(NC(=O)CSc2nnc(CCC(=O)O)c(=O)n2N)cc1	1.4	-2	-1	-3	16	-6	-13	-19	19
35	Cc1ccc(Nc2c([N+](=O)[O-])ccc3nonc23)cc1C	0.7	4	-1	0	5	22	6	3	-36
36	Cc1nn(CCOc2ccccc2Cl)c(C)c1[N+](=O)[O-]	0.4	-2	2	2	41	7	0	2	9
37	COc1ccc(S(=O)(=O)Nc2cccc(-c3ccc(N4CCCCCC4)nn3)c2)cc1OC	3.1	-3	5	4	1	4	3	21	18
38	Cc1ccc(NC(=O)N(CCC#N)Cc2ccccc2)cc1	1.4	-2	2	-1	17	-10	9	-5	-17
39	O=c1[nH]c2cc3c(cc2cc1CN(Cc1nnnn1CC1CCCO1)C1CCCC1)OCO3 (stereo unspecified)	1.1	-1	-6	2	24	8	-1	6	9
40	COc1cccc(/C(C)=N/Nc2ncc(Cl)cc2Cl)c1	2.9	3	5	-7	29	19	-5	-19	-4
41	CCOc1ccc2nc(SC3CC(=O)N(c4cccc(OC)c4)C3=O)sc2c1 (stereo unspecified)	20	-7	-5	1	42	9	-7	28	-16
42	Cn1cc([N+](=O)[O-])c(C(=O)Nc2cc(Oc3cccnc3)cc([N+](=O)[O-])c2)n1	22	-3	.	2	-14	13	.	82*	-22
43	COc1ccc(C(=O)Nc2cc(C)on2)cc1	1.9	-4	0	0	7	7	-8	-28	16
44	O=C1[C@@H](Oc2ccccc2)[C@@H](c2cccnc2)N1c1ccccc1	1.1	-3	-8	.	41	14	-5	22	.
45	COc1ccc(/C=C/C(=O)c2ccccc2)cc1COc1ccccc1F	3.3	2	12	-5	20	16	15	22	3
46	CCCn1c(SCC(=O)N(C)CC(=O)Nc2ccc(C)cc2)n[nH]c1=O	2.2	1	-3	-3	5	4	0	-20	15
47	CCO[C@@H]1OC(C(=O)N2CCOCC2)=C[C@H](c2ccc(C(F)(F)F)cc2)[C@H]1CCCO	0.8	-3	10	-4	20	11	7	3	14
48	COc1cc(NC(=O)NCC2CCN(Cc3ccccc3Cl)CC2)cc(OC)c1OC	-1.1	0	2	0	5	17	15	-1	-7
49	CCCn1nnc(NC(=O)c2ccc(-c3cccc(Cl)c3)o2)n1	3.6	2	-9	0	69*	-3	-3	-22	-3
50	COc1ccc(S(=O)(=O)Cc2ccc(C(=O)N3CCN(c4ccc(Cl)cc4)CC3)o2)cc1	-0.8	-5	-18	-1	35	-1	0	-14	-2

# (cont.)
entry	structure	UPR CHOP act	UPR XBP1 act	CXCR6 inh	APJ ag	tim23-1 inh	CCR6 antagonist	EBI2 block	Mdm2 MdmX PPI	APJ antag
51	CCN(CC(=O)NC(C)C)C(=O)C(CCSC)NC(=O)c1cccc(C)c1 (stereo unspecified)	-3.0	-2	-9	-2	12	-2	-5	9	7
52	COc1ccccc1NC(=O)c1ccc2c(O)c(S(=O)(=O)c3ccccc3)c(=O)[nH]c2c1	1.8	-2	-1	8	5	2	-1	-11	15
53	S=C(NC12CC3CC(CC(C3)C1)C2)N1CCCC1	-1.1	0	-6	-3	27	5	-13	-16	-4
54	COc1cc(S(=O)(=O)N(CCc2ccccc2)Cc2cccs2)ccc1-n1cnnn1	0.9	-3	1	0	1	24	41	14	15
55	CCOc1ccc2ncc(S(=O)(=O)c3ccccc3)c(N3CCN(c4ccc(OC)cc4)CC3)c2c1	4.0	1	6	-5	-7	6	19	20	6
56	CN[C@H]1CCc2cc(OC)c(OC)c(OC)c2-c2ccc(N(C)CC(OC)OC)c(=O)cc21	-1.9	8	8	-3	8	-10	4	71*	-45
57	CC(C)Cn1nc(NC(=O)C(C)(C)C)c2cc3ccccc3nc21	0.5	0	-2	0	30	8	-5	-13	7
58	COC(=O)c1ccccc1-c1cn(C)c2ccccc2c1=O	-0.9	2	-12	-1	-5	5	7	-11	17
59	Cc1ccc(N(C(=O)c2csnn2)C(C(=O)NC(C)(C)C)c2cccnc2)cc1C (stereo unspecified)	1.0	1	1	-1	2	-12	8	19	-15
60	O=C(COC(=O)c1ccc2ccccc2c1)NCCCc1ccccc1	-0.8	0	-3	-2	-5	14	-4	-27	9
61	CCOC(=O)c1sc2ncn(CC(=O)Nc3cc(C)on3)c(=O)c2c1C	-0.5	6	-2	-2	12	12	0	55*	-3
62	O=C(NCc1ccncc1)c1ccc(N2CCCC2)c([N+](=O)[O-])c1	-0.5	-3	-2	-2	-18	6	-7	13	6
63	COc1ccccc1C(C)NC(=O)c1cc(=O)[nH]c2ccccc12 (stereo unspecified)	0.4	0	-3	1	4	12	12	9	5
64	Cc1cc(=O)oc2c3c4c(cc12)OCCN4CCC3	-1.6	0	-8	3	20	-6	-2	27	2
65	Cc1cc(C)c2c(CC(=O)NN(C)C)coc2c1	0.3	0	4	-2	9	8	-6	-47	-4
66	O=C(CSc1nc2ccccc2[nH]1)Nc1ccc(F)c(F)c1	-1.0	3	6	0	24	19	18	-12	-7

# Assay outcomes deposited in PubChem by Sanford-Burnham Center for Chemical Genomics.
